ROC1-CUL1 inh: human ROC1-CUL1 E3 ligase inhibition. inhibition, % at 10 µM. P62877+Q13616. 140,000 compounds, 0.6% hits. in vitro K48 di-Ub FRET, acceptor:donor ratio, 45 min; in the data active means inhibition above about 25%
Target sequence (P62877 whole entry, looked up): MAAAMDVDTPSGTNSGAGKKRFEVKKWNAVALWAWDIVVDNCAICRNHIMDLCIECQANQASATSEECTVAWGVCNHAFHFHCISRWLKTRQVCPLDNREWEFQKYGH
Target sequence (Q13616 whole entry, looked up): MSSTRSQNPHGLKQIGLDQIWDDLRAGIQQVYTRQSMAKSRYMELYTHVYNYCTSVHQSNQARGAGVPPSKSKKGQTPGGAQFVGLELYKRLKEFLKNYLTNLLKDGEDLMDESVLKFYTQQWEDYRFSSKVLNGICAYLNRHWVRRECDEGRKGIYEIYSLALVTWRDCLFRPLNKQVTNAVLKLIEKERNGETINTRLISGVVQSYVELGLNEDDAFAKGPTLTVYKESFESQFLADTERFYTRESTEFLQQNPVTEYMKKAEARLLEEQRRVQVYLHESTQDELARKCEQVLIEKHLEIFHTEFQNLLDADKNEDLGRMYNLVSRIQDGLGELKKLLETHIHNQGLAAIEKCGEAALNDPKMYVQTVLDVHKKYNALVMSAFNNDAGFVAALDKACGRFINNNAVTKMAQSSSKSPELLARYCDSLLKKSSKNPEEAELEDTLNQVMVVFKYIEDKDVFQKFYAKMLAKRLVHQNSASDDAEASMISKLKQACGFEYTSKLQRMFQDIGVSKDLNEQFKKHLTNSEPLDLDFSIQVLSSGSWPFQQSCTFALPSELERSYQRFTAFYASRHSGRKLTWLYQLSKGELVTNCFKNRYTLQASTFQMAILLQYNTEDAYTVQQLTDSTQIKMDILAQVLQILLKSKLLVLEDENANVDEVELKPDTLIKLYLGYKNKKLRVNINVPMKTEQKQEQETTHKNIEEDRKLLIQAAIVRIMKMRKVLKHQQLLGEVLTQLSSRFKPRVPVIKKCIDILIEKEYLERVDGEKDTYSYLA
* marks the source's active call; other numbers are inactive results; & = joins results of further samples. An excerpt, so the mix of outcomes need not match the whole.

SMILES	ROC1-CUL1 inh
O=C1O/C(=C2\CCc3ccccc32)c2ccccc21	-10.0
COc1ccc(-c2cnnc(NCC3CCOCC3)n2)cc1F	-4.8
Cc1cc(N2CCCCC2)ccc1CC1=NC(=O)N(Cc2ccc(F)cc2)C1=O	1.9
Cn1cc(-c2ccnc(NCc3cccc(CN4CCCC4)c3)n2)cn1	6.8
CCCCSc1nnc2c(n1)OC(c1ccccc1)Nc1ccccc1-2 (configuration not stated)	-5.5
CC(=O)N(CCCc1ccccc1)C(=Nc1ccc(C)cc1)C(=Nc1ccc(C)cc1)N(CCCc1ccccc1)C(C)=O	-1.3
COc1cccc(Cn2c(=O)cc(C)c3c(C)nn(-c4ccc(C)cc4)c32)c1	4.2
COc1cccc(C(=O)C2CCCN(Cc3ccc4cccc(OC)c4n3)C2)c1 (configuration not stated)	6.5
CCN(CC)c1ccc(NC(=O)CN(C)S(=O)(=O)c2cccc3nsnc23)c(C)c1	2.8
O=c1[nH]ncc(N2CCN(C(c3ccccc3)c3ccccc3)CC2)c1Cl	1.8
CCCN(C(=O)Cn1nc(Cc2ccncc2)c2ccccc2c1=O)c1ccccc1C	-2.0
Cc1ccc(OCC(=O)Nc2ccc(C(=O)OCc3cc(=O)n4nc(C5CC5)sc4n3)cc2)cc1	-7.8
CC1(C)C(=O)C2(C(=O)Nc3nc4ccccc4s3)CCC1C2 (configuration not stated)	-4.2
COCCCNC(=O)CCC(=O)N1Cc2ccccc2Oc2ncccc21	3.3
CC(=O)c1cccc(NC(=O)c2oc(=O)c3ccccc3c2-c2ccccc2)c1	-6.8
Cc1cc(C)c(-c2c([O-])[n+]3c4n(c2=O)CCCN4CCC3)c(C)c1	7.9
CCCC(=O)NC(N1CCOCC1)C(Cl)(Cl)Cl (configuration not stated)	3.8
O=C(Nc1cc(Oc2ccc(F)cc2)cc(Oc2ccc(F)cc2)c1)c1nn2c(C(F)(F)F)cc(-c3cccs3)nc2c1Cl	2.4
CCOC(=O)c1c(-c2ccc(OC)c(OC)c2)csc1NC(=O)Cc1cccc2ccccc12	-5.5
O=C(c1cnn2c1NC(c1ccccc1)CC2C(F)(F)F)N1CCN(Cc2ccccc2)CC1 (configuration not stated)	-0.7
CC(=O)c1cccc(NC(=O)CN(c2cccc(F)c2)S(C)(=O)=O)c1	-6.0
C(=NCC1COc2ccccc2O1)c1ccc2c(c1)OCO2 (configuration not stated)	-8.0
Cc1cn2c(=O)c(S(=O)(=O)NCc3ccc(F)cc3)c(C)nc2s1	-2.6
COc1cc(NC(=O)C(CCS(C)(=O)=O)N2Cc3ccccc3C2=O)cc(OC)c1OC (configuration not stated)	5.6
O=C(Nc1ccc2c(c1)CN(Cc1ccon1)CC2)C1(c2ccccc2)CC1	8.2
CCOC(=O)c1c(C)[nH]c(CCC(=O)Nc2ccc(Cl)cc2C)c1C	-3.6
CCc1ccc(NC(=O)Cn2c(=O)n(Cc3ccco3)c(=O)c3oc4ccccc4c32)cc1	-8.5
Cc1ccc(S(=O)(=O)N2CCOCC2)cc1NS(=O)(=O)c1cccc(S(=O)(=O)c2ccc(Br)cc2)c1	3.0
COc1cc(OC)c(NC(=O)c2ccc(-n3cnc4cccnc43)cc2)cc1Cl	-13.6
Cc1[nH]nc2c1C(c1cccc(OCc3ccccc3)c1)C(C#N)C(=N)O2 (configuration not stated)	-5.1
CC(C)(C)c1ccc(C(=O)NC2(C(F)(F)F)C(=O)N=C3C2C(=O)NC(=O)N3c2ccccc2)cc1 (configuration not stated)	7.6
CCS(=O)(=O)N1CCC(C(=O)Nc2cccc(C)c2)CC1	4.6
Cc1ccc(NC(=NCCCc2ccccc2)C(=NCCCc2ccccc2)Nc2ccc(C)cc2)cc1	8.2
CCN1CCC(NC(=O)CCC2CCCCC2)CC1	5.4
CC1CN(C(=O)c2csc3ccccc23)CC(C)O1 (configuration not stated)	2.8
CC(=O)OC(CNC(C)C)COc1cccc2ccccc12 (configuration not stated)	-2.5
CC(C)n1cc(C(=O)NCc2ccccc2)c(=O)c(C(=O)N2CCN(c3ccc(F)cc3)CC2)c1	4.5
CC(C)CC(NC(=O)c1cccc(F)c1)c1ccccc1 (configuration not stated)	3.0
COC(=O)c1c(NC(=O)CN(C)C)sc(C)c1C	-4.2
O=C(CCSCCC(=O)Nc1cc([N+](=O)[O-])ccc1Cl)Nc1cc([N+](=O)[O-])ccc1Cl	-1.3
Cc1cc(O)ccc1NC(=O)COc1ccc(Cl)cc1	3.8
Cc1ccc(CNC(=O)Cn2nc(C)n3cccc3c2=O)cc1	-8.1
Cc1nn(-c2ccccc2)c(Cl)c1/C=C1/C(=N)N2N=C(C(C)C)SC2=NC1=O	8.6
COc1ccc(-c2csc3nc(-c4ccccc4C)oc(=O)c23)cc1OC	7.6
COc1cccc(OC/C=C/CN2CCCC2)c1	-2.4
COc1ccc(OC)c(NC(=O)c2c(NCc3ccc(N(C)C)cc3)sc3c2CCCC3)c1	-6.8
Cc1ncc(-c2ccc(F)cc2)c(C2CCCN(C(=O)Cc3ccc(N4CCNC4=O)cc3)C2)n1 (configuration not stated)	-0.9
CCC1=C(OC(C)=O)CC(c2ccccc2)N(C(C)=O)C1c1ccccc1 (configuration not stated)	4.8
Cc1ccc(N2NC(=O)/C(=C/c3ccc4c(c3)n(C)c(=O)n4C)C2=O)cc1Cl	7.8
CCOC(=O)N1CCN(C(C)Cc2ccccc2)CC1 (configuration not stated)	2.9
CCOC(=O)C1CCN(S(=O)(=O)c2ccc(OCC)cc2)CC1	5.7
CC(C)Oc1ccc(C(=O)N2CCCCC2)cc1	4.5
CC1(C)OC(=O)N(CCOC23CC4CC(CC(C4)C2)C3)C1(C)O (configuration not stated)	-2.8
CCCOc1ccc(-c2csc3ncn(CCC(C)C)c(=O)c23)cc1	6.8
Cc1ccc(OCc2cc(C(=O)NCCc3c[nH]c4ccccc34)no2)cn1	-0.7
O=C(c1cc(-c2ccccc2)nc2ccccc12)N1N=C(C(F)F)CC1(O)C(F)F (configuration not stated)	4.4
COc1ccc(-c2csc(C(C#N)C=Nc3ccc(Br)cc3)n2)cc1 (configuration not stated)	-6.5
Cc1cc(Cl)ccc1OCC(=O)NC(=S)Nc1ccc(Br)c(C)n1	-12.9
Cc1ccccc1NC(=O)Cn1c(=O)n(CCCCCC(=O)NCc2ccccc2Cl)c(=O)c2sccc21	1.5
CN1N=C(c2ccccc2)C(=O)C(Sc2ccc([N+](=O)[O-])cc2)C1=O (configuration not stated)	5.7

A section of the results above, as a working copy:
SMILES	ROC1-CUL1 inh
Cc1cc(O)ccc1NC(=O)COc1ccc(Cl)cc1	3.8
Cc1ccc(CNC(=O)Cn2nc(C)n3cccc3c2=O)cc1	-8.1
Cc1nn(-c2ccccc2)c(Cl)c1/C=C1/C(=N)N2N=C(C(C)C)SC2=NC1=O	8.6
COc1ccc(-c2csc3nc(-c4ccccc4C)oc(=O)c23)cc1OC	7.6

Additional records:
SMILES	ROC1-CUL1 inh
CCOCCCNc1nc2c([nH]1)c(=O)n(C)c(=O)n2C	0.1
Cc1ccc(N2CC(C(=O)N3CCC(C)CC3)CC2=O)c(C)c1 (configuration not stated)	10.4
CCN(c1cccc(C)c1)S(=O)(=O)c1ccc2c(c1)NC(=O)CCS2	4.9
C#CCN1C(=O)C(O)(CC(C)=O)c2ccccc21 (configuration not stated)	4.8
Cc1cc(NS(=O)(=O)c2ccc(NC(=O)C34CC5CC(C3)CC(n3cnc(Cl)n3)(C5)C4)cc2)no1	11.4
COc1cc(C)c(C(C)C)cc1S(=O)(=O)Nc1cccc(C)n1	-7.4
O=C1NC(=O)N(c2ccccc2)C(=O)C1C=Nc1ccc(C(=O)N2CCOCC2)cc1 (configuration not stated)	16.2
Cc1cc(C(=O)O)c(C)cc1OCc1ccccc1	-20.0
O[C@@H]1CN(Cc2cccc3cccnc23)CC[C@H]1N1CCCCCC1	1.4
COc1cccc(CNC(=O)CCn2c(=O)c3cccn3c3cccnc32)c1OC	-4.9
CCN1CCN(C(=O)c2cnn(-c3cccc(Cl)c3)c2C2CCN(C(=O)OC(C)(C)C)CC2)CC1	0.6
COc1ccc(C(=O)NC(=S)Nc2cccc(-c3nc4ccccc4s3)c2C)cc1OC	7.9
CC(=O)Nc1ccc(NS(=O)(=O)c2ccc(C(C)(C)C)cc2)cc1	6.4
O=C(CN1CCCN(Cc2ccc(F)cc2)S1(=O)=O)NCc1ccccc1Cl	-1.0
CCOC(=O)c1c(C)[nH]c(CCC(=O)NCc2ccccc2Cl)c1C	-6.3
COc1ccc(-c2csc(Nc3ccc(Cl)c(Cl)c3)n2)cc1	9.8
O=C(c1ccccc1Cl)n1nc(-c2ccco2)nc1NCc1cccs1	-6.5
Cc1cc(C)c(C#N)c(SCC(=O)NN2CC(=O)N(c3cccc(C(F)(F)F)c3)CC2=O)n1	14.0
Cc1ccc2cccc(OC(=O)c3ccc(Cl)cc3)c2n1	-7.3
CCCCOC(=O)c1ccc(Nc2cc(C)nc3ccccc23)cc1	10.2
CC(C)CNC(=O)C1CCCN(C2CCN(C(=O)C3CC3)CC2)C1 (configuration not stated)	8.3
CCN(CC)C(=O)CSc1ncc2c(n1)[nH]c1ccccc12	-1.7
O=C(O)c1cc(F)c(Br)cc1F	-0.7
COc1ccccc1Nc1nc(C)c2c(n1)CC(C)CC2=O (configuration not stated)	5.6
COc1cccc(CNC(=O)C2(N3C[C@@H](C)O[C@@H](C)C3)Cc3ccccc3C2)c1	6.2
CCOC(=O)C1NC(=O)N=C1CSc1nc(C)cc(-c2ccccc2)n1 (configuration not stated)	4.5
O=C1c2ccccc2Sc2ccccc2C1Br (configuration not stated)	2.1
O=C(CCC1CCN(C(=O)CCN2CCCCC2=O)CC1)N1CCCC1	2.2
CCC(C)c1ccc(C(C)NC(=O)c2ccncc2)cc1 (configuration not stated)	-1.6
CN(C(=O)c1cc2c(=O)oc3ccccc3c2s1)c1ccc(F)cc1	15.9
CCOC(=O)C1=C(C)N=C2SCCC(=O)N2C1c1ccc(OCc2ccccc2)cc1 (configuration not stated)	3.2&-6.4
Cc1oc(-c2cccc(NC(=O)c3ccncc3)c2)nc1CNC(=O)c1ccc2c(c1)CCCN2C	1.1
COc1cc(NC(=O)COCc2cc(-c3ccc4c(c3)OCO4)on2)c(OC)cc1Cl	-0.7
C#CCOc1ccccc1CNc1ccccc1	-3.2
C/C(=N\NC(=O)CSCc1cc(C)cc(C)c1)c1ccc(Br)cc1	2.4
C[C@]12CCC(=O)C=C1CCC[C@@H]2C#N	4.5
Cn1c(Sc2ncccc2C(=O)O)cc(=O)n(C)c1=O	7.2
Cc1cc(C)nc(N2CCN(C(=O)Nc3n[nH]c(C)n3)CC2)n1	-0.5
Cc1ccc2oc(=O)c3cc(C(=O)N4CCN(c5ccccc5)CC4)sc3c2c1	-4.5
Cc1nnc(SCC(=O)Nc2nc3ccccc3s2)o1	-7.9
[O-][n+]1oc2c(Br)cc(Br)cc2c1-c1ccccc1	9.1
COc1ccc(C2C3=C(CC(c4ccc(C)cc4)CC3=O)OC(=N)C2C#N)cc1 (configuration not stated)	8.9
Fc1ccc(-n2nc(-c3ccccc3)c3cnc4ccccc4c32)cc1Cl	2.9
CCOc1ccccc1NC(=O)Nc1nnc(N2CCCCCC2)s1	3.0
COCCC(=O)NC1CCCc2c1cnn2-c1ccc(C)c(C)c1 (configuration not stated)	4.1
COc1cccc(NC(=O)CSc2nnc3scc(-c4ccc(Cl)cc4)n23)c1	3.1
CCCCOC(=O)c1ccc(NC(=O)c2csnn2)cc1	-1.9
CCCOC(=O)CSc1nnc(-c2ccccc2)o1	2.8
CCCCCCCCCOc1ccc(-c2ccc(C(=O)CC(C)=O)cc2)cc1	4.1
O=C(NC12CC3CC(CC(C3)C1)C2)C1CCCO1 (configuration not stated)	-4.5
CCOC(=O)c1c(CSc2nc(C)c(CC(=O)c3ccccc3)c(C)c2C#N)oc2ccc(O)cc12	-3.3
CC1CCN(CC2(O)CCCN(CCCc3ccccc3)C2=O)CC1 (configuration not stated)	-2.4
Cc1cc(C)c(NC(=O)CCc2ccccc2)c(C)c1	12.2
COc1cccc(CN2CCCC2C(=O)Nc2cccc(-n3cccn3)c2)c1 (configuration not stated)	-5.1
CC1=CC2=NC(C(F)(F)F)(C(F)(F)F)N=C(c3ccccc3Cl)N2C=C1	-0.5
O=c1oc2ccccc2cc1-c1nc(-c2ccc(Cl)cc2)no1	3.1
COC(=O)c1cc(Oc2ncnc3sc(-c4ccccc4)cc23)cc(C(=O)OC)c1	5.3
Cc1ccc(C)c(NC(=O)c2ccc(-c3cccc(C(F)(F)F)c3)o2)c1	-1.8
CCN1CCN(S(=O)(=O)c2ccc(OC(F)(F)F)cc2)CC1	8.7
COc1cccc(OCc2nc(C(=O)N(C)Cc3ccon3)co2)c1	-2.8

Structures above that contain a CF3 group:
SMILES	ROC1-CUL1 inh
O=C(Nc1cc(Oc2ccc(F)cc2)cc(Oc2ccc(F)cc2)c1)c1nn2c(C(F)(F)F)cc(-c3cccs3)nc2c1Cl	2.4
O=C(c1cnn2c1NC(c1ccccc1)CC2C(F)(F)F)N1CCN(Cc2ccccc2)CC1 (configuration not stated)	-0.7
CC(C)(C)c1ccc(C(=O)NC2(C(F)(F)F)C(=O)N=C3C2C(=O)NC(=O)N3c2ccccc2)cc1 (configuration not stated)	7.6
Cc1cc(C)c(C#N)c(SCC(=O)NN2CC(=O)N(c3cccc(C(F)(F)F)c3)CC2=O)n1	14.0
CC1=CC2=NC(C(F)(F)F)(C(F)(F)F)N=C(c3ccccc3Cl)N2C=C1	-0.5
Cc1ccc(C)c(NC(=O)c2ccc(-c3cccc(C(F)(F)F)c3)o2)c1	-1.8
CCN1CCN(S(=O)(=O)c2ccc(OC(F)(F)F)cc2)CC1	8.7

The results go on:
SMILES	ROC1-CUL1 inh
CCOC(=O)C1(Cc2ccccc2)C(=O)Nc2cc(C(F)(F)F)ccc21 (configuration not stated)	-1.0
O=C(CN1CCN(c2nc3ccccc3s2)CC1)NC1CCCCC1	1.8
Cc1ccc(S(=O)(=O)Nc2cc(SCC(=O)O)c(O)c3ccccc23)c(C)c1	4.1
COc1ccc(Nc2c3c(nc4ccc(NC(=O)c5ccc(F)cc5)cc24)CCCC3)cc1OC	-3.3
COc1cc(/C=C(\C#N)c2nc3ccccc3[nH]2)ccc1OCc1cccc(C(F)(F)F)c1	-9.5

Bioassay records (PubChem)
